STAT3 inh = STAT3 signaling inhibition. 190,000 tested, 0.89% active. U3A cells, IL-6 STAT3-luciferase reporter, luminescence; host cell line lacks STAT1. inhibition, % at 5.5 µM;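 active = inhibition above the mean inhibition across all screened compounds plus 3 SD, cut at about 44% in these data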;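 note: 0% = DMSO only wells and 100% = 100 µM nifuroxazide control wells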
STAT1 activator = STAT1 signaling activation; NIH 3T3 STAT1-luciferase reporter, IFN-gamma, luminescence; 100% = IFN-gamma alone, no compound; activation (% of control), % at 5.5 µM; 200,000 tested, 2.6% active;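 active = activation above the screen-wide mean activation plus 3 SD, cut at about 130% in these data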;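 note: raw ratio to IFN-gamma control signal so 100% means no change and 0% no light; values of inactives mirror those of a sister screen read the other way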
G6PDH CS = L. mesenteroides G6PDH inhibition counter-screen. inhibition, % at 5 µM. Purified L. mesenteroides G6PDH, diaphorase/resazurin coupled fluorescence, 45 min. 200,000 tested, 0.12% active; in the data active = inhibition above about 50%
Diaphorase inh = counter-screen for diaphorase-based assays: diaphorase inhibitors and chemical oxidizers; 190,000 tested, 0.69% active; inhibition, % at 20 µM; diaphorase resazurin-to-resorufin fluorescence, NADH, 16 min; bacterial (C. kluyveri) enzyme, not human; AID 1217;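 active = primary screen inhibition at 20 µM above a set limit, cut at about 50% in these data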;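 note: plate controls were DMSO with full reaction for no effect and wells lacking NADH for full effect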
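System: Bacterial diaphorase enzyme (C. kluyveri) | Incubation: 16-min room-temperature incubation before reading | Benchmarks: No-NADH positive control and DMSO neutral control | Measured by: Resorufin fluorescence 544/590 nm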
STAT3 activator = increases IL-6 driven STAT3 reporter signal; 190,000 tested, 0.91% active; U3A cells, IL-6 STAT3-luciferase reporter, luminescence; 100% = signal with IL-6 EC80 alone; activation (% of control), % at 5.6 µM;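 active = activation above the screen-wide mean of compound activation plus 3 SD, cut at about 130% in these data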;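 note: 0% = background luminescence of wells with medium and substrate only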
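System – human U3A cells carrying STAT3-luciferase construct · Probe or stimulus – Interleukin-6, 33 ng/mL · Schedule – compound 1 h, then IL-6 6 h at 37 °C · Signal – luminescence from STAT3-driven luciferase reporter · Evaluation – percent of IL-6-only median luminescence · Benchmarks – IL-6-only high control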
TLR4 MyD88 comp = inhibitors of human TLR4-MyD88 binding; 200,000 tested, 0.18% active; O00206+Q99836; inhibition, % at 8.4 µM; AID 861; HeLa CL3-4 TLR4/MyD88 BLA complementation, FRET ratio; in the data active = inhibition above about 25%;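 note: 0% = vehicle and 100% = reference inhibitor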
Target sequence (O00206 whole entry, looked up): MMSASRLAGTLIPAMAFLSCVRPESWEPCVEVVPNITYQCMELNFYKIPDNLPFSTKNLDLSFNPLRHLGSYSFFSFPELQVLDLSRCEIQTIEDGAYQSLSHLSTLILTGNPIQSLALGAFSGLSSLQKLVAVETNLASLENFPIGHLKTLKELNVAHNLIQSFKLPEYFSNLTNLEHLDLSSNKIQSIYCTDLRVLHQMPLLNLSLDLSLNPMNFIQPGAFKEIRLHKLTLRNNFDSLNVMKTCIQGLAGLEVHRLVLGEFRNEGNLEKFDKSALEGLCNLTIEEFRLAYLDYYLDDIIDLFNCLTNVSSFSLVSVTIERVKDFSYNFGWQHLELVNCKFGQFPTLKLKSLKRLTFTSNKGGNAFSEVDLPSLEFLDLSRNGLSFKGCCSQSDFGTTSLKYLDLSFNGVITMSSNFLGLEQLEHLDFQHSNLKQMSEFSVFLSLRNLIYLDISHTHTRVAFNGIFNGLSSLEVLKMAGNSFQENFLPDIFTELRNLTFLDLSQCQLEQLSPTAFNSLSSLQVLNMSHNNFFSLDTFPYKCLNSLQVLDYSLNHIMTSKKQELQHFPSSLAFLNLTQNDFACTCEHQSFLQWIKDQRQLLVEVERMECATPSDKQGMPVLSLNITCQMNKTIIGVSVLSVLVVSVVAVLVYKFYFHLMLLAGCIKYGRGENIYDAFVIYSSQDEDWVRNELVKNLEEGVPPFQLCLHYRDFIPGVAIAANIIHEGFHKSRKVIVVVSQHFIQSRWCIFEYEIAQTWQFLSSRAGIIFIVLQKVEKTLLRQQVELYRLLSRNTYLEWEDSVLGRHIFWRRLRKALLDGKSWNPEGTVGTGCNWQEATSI
Target sequence (Q99836 whole entry, looked up): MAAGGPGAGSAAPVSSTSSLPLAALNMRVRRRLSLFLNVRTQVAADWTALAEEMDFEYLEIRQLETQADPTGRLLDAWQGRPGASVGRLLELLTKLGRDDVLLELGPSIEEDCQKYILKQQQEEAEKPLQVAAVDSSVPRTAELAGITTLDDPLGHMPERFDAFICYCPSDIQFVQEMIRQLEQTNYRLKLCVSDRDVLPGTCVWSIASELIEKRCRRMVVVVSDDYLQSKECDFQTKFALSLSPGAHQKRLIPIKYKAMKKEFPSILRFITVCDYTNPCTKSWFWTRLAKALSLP
APP transl inh = APP translation inhibition | SH-SY5Y APP 5'UTR-luciferase reporter, luminescence | inhibition, % at 2 µM | 190,000 tested, 0.82% active | AID 1285;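 active = inhibition above a set limit, derived from the sample mean plus 3 SD, cut at about 45% in these data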; note: values of inactives mirror those of a sister screen read the other way
STAT1 blocker = STAT1 signaling inhibition; 200,000 tested, 0.35% active; NIH 3T3 STAT1-luciferase reporter, IFN-gamma, luminescence; inhibition, % at 5.5 µM; AID 920;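 active = inhibition above a set limit, the mean inhibition across all tested compounds plus 3 SD, cut at about 34% in these data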;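 note: 0% = IFN-gamma with DMSO and 100% = IFN-gamma with 300 µM nifuroxazide; values of inactives mirror those of a sister screen read the other way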
Hsp70 activator = transcriptional activators of Hsp70 | HeLa Hsp70 promoter luciferase reporter, luminescence; scaled: vehicle 0, proteasome-inhibitor control 100% | activation, % at 10 µM | 200,000 tested, 0.04% active | AID 1203;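 active = activation above the mean across all tested compounds plus 3 SD, cutoff set per campaign, cut at about 5.5% in these data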;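 note: 100% = MG132 at 30 µM as the positive control and 0% = DMSO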
Diaphorase act = activates diaphorase or chemically reduces, flagging diaphorase assay artifacts; 190,000 tested, 0.005% active; activation factor at 20 µM; Diaphorase/resazurin coupled assay, resorufin fluorescence, 16 min; hits give high values; 1 = vehicle wells, 0 = NADH-free wells;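 active = diaphorase activity raised at least twofold by the compound at 20 µM; inactive = activation factor below 2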
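Assay system: bacterial diaphorase enzyme (C. kluyveri) / Input: enzyme 0.07 U/mL final / Medium: 50 mM HEPES pH 7.4 with 4.542 mM MgCl2, 0.005% Tween 20 / Doses: single compound dose of 20 µM, 1% DMSO final / Incubation: 16 min enzyme reaction, ambient temperature / Signal: fluorescence, excitation 544 nm and emission 590 nm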
* hit, by the source's call; / = not tested or not shown; & = joins results of further samples.

SMILES	STAT3 inh	STAT1 activator	G6PDH CS	Diaphorase inh	STAT3 activator	TLR4 MyD88 comp	APP transl inh	STAT1 blocker	Hsp70 activator	Diaphorase act
O=S(Cc1ccc(Br)cc1)Cc1nnc(SCc2ccc(Cl)cc2)n1-c1ccccc1 (centres undefined)	43	92	-2	28	71	1	-13	9	-0.3	0.7
O=C(c1cnccn1)N1CCN(C/C=C/c2ccccc2)CC1	-1	98	-1	4	103	-10	-4	3	-0.2	1
CCOC(=O)c1c(NC(=O)C(=O)N/N=C/c2ccc(OCC)cc2)sc2c1CCCCC2	7	99	1	16	92	-16	4	2	-0.2	0.8
COc1cc(OC)cc(C(=O)NCCNC(=O)c2ccccc2)c1	1	100	11	-1	101	1	8	0	0.4	1
CCCCNc1cc(C(=O)O)cc(S(N)(=O)=O)c1Oc1ccccc1	1	105	10	3	101	-6	-4	-5	-0.1	1
CCN(CC)S(=O)(=O)c1ccc(N2CCOCC2)c(NC(=O)c2c3c(nc4ccccc24)CCC3)c1	-14	91	1	21	108	2	4	10	-0.4	0.8
Cn1c(N2CCOCC2)nc2c1c(=O)n(Cc1ccc(Cl)cc1)c(=O)n2C	6	95	/	/	97	-7	-14	4	0.0	/
O=C(NCc1cccnc1)c1cccc(C(F)(F)F)c1	3	100	-7	26	100	0	-1	0	0.0	0.7
CC1(C)CC(=O)N(CC(=O)NCc2ccc(F)cc2)c2ccccc2S1(=O)=O	0	102	-1	17	108	4	-6	-2	-0.1	0.8
CC(=O)NCC(=O)OCc1ccc([N+](=O)[O-])cc1	0	91	14	-1	98	2	0	12	-0.5	1
CC1(C)OC(=O)C(=CNc2ccccc2F)C(=O)O1	-1	99	-5	5	102	-10	8	1	-0.2	1
O=C(NCc1ccco1)c1c(F)cccc1Cl	13	106	12	8	95	-3	19	-6	-0.3	0.9
O=C(NNS(=O)(=O)c1ccc(F)cc1)c1sccc1-n1cccc1	12	101	-1	9	93	-5	-12	-3	0.2	0.9
COc1ccccc1NC(=S)NNC(=O)c1nn(C)c(C)c1Cl	23	95	-3	1	86	7	-11	6	-0.3	1
Cc1cc(-c2ccc(Cl)s2)n[nH]1	9	117	-4	18	95	3	-16	-19	-0.1	0.8
CC1CC2(C)CC(C)C1(COC(=O)Nc1ccccc1)CO2 (centres undefined)	4	105	10	15	102	-7	-10	-5	-0.1	0.9
Cc1ccc(CNC(=O)c2ccc3c(=O)[nH]c4c(C(=O)NCC5CCCO5)sc(=S)n4c3c2)cc1 (centres undefined)	9	96	5	79*	102	1	-27	4	0.1	0.2
O=C(Nc1ccccc1C(=O)N1CCOCC1)C1CCC(=O)N1C1CCCC1 (centres undefined)	5	97	26	-6	99	4	-3	0	-0.6	1.1
O=[N+]([O-])c1ccc(Oc2ccc(/C=N/O)cc2)nc1	4	99	7	-12	98	2	-14	-1	-0.2	1.1
O=C(/C=C/c1ccco1)Nc1ccccc1N1CCCC1	-10	91	10	9	112	-13	14	8	0.4	0.9
COc1ccc(OC)c(C2/C(=C(\O)c3ccc(OC)c(Cl)c3)C(=O)C(=O)N2CCN(C)C)c1 (centres undefined)	2	106	3	17	100	-2	-12	-4	0.5	0.8
Cc1c(NC(=O)C(C)Sc2ccccc2)c(=O)n(-c2ccccc2)n1C (centres undefined)	14	103	4	8	94	11	58*	-3	-0.2	0.9
COc1ccc(-n2nc(C(=O)NCC(=O)NCC3COc4ccccc4O3)c3ccccc3c2=O)cc1OC (centres undefined)	14	97	-2	10	90	7	12	0	-0.4	0.9
O=C(CSCc1cccc(Cl)c1)N/N=C/c1ccc(OCC(=O)N2CCCCC2)cc1	13	105	8	17	92	-7	4	-5	-0.3	0.8
COc1ccc(CCNC(=O)CSc2nc3cc(Cl)ccc3o2)cc1OC	0	97	-3	6	105	-9	8	3	0.1	0.9
CCc1c(C)sc(NC(=O)c2cc(C3CC3)on2)c1C#N	/	/	3	3	/	/	4	/	/	1
C=CCc1c(C)nc(-c2ccccc2)nc1N/N=C/c1ccncc1	17	108	-7	-2	95	14	-18	-10	0.0	1
COCCCn1cn[nH]c1=S	8	103	3	16	96	11	6	-5	0.1	0.8
Nc1ccc(OCC(O)C[n+]2ccc(CCS(=O)(=O)[O-])cc2)cc1 (centres undefined)	2	99	5	2	101	-24	-10	0	-0.1	1
CCCC(=O)Nc1nc(-c2ccc3c(c2)OCCO3)cs1	8	158*	-21	12	98	-2	-141	-65	0.1	0.9
CCOC(=O)c1ccccc1NC(=O)CN1C(=O)CCS(=O)(=O)c2ccccc21	6	101	0	19	99	-1	-10	-1	0.5	0.8
COc1ccc(C(=O)NC(C)c2nc3ccccc3[nH]2)cc1OC (centres undefined)	11	90	6	5	93	-6	12	11	-0.3	0.9
Cc1cccc(/C(N)=N/OC(=O)COc2ccc(Cl)c(C)c2)c1	2	102	0	-7	102	10	11	-2	-0.3	1.1
O=C(COn1nnc2ccc(C(F)(F)F)cc21)Nc1c(Cl)cccc1Cl	-8	99	-3	-3	105	6	4	3	-0.3	1
Cc1ccc(NC(=O)Cn2cc(C(F)(F)F)cc(Cl)c2=O)cc1Cl	0	95	5	-2	105	-13	-9	4	-0.2	1
CCCCOc1cc(C(=O)NCCN(CC)CC)c2ccccc2n1	-1&15	102&94	1	-2	103&88	-2&5	3&-5	-3&7	-0.2&-0.3	1
CC(C)CNC(=O)CN1C(=O)NC(Cc2c[nH]c3ccccc23)C1=O (centres undefined)	2	107	-5	10	100	-2	-6	-9	-0.3	0.9
Cc1ccc(-n2cc(CNC(C)c3cnn(C)c3C)c(-c3ccc(F)cc3)n2)cc1 (centres undefined)	8	105	15	22	103	-9	-16	-6	0.0	0.8
CCS(=O)(=O)n1nc(-c2ccccc2)nc1NCc1ccco1	-2	98	15	8	102	2	-6	2	-0.1	0.9
Cn1ncc(N2CCN(S(=O)(=O)c3ccc(Br)cc3)CC2)c(Cl)c1=O	-5	110	-2	11	108	4	-5	-15	-0.2	0.9

Looked up above.
Cn1ncc(N2CCN(S(=O)(=O)c3ccc(Br)cc3)CC2)c(Cl)c1=O in Diaphorase inh shows 11
Nc1ccc(OCC(O)C[n+]2ccc(CCS(=O)(=O)[O-])cc2)cc1 (centres undefined) in STAT3 inh shows 2

Following part
SMILES	STAT3 inh	STAT1 activator	G6PDH CS	Diaphorase inh	STAT3 activator	TLR4 MyD88 comp	APP transl inh	STAT1 blocker	Hsp70 activator	Diaphorase act
Cc1ccc(S(=O)(=O)NC(=O)NN2CCCCCC2)cc1	10	104	5	2	93	7	-3	-4	-0.3	1
CCOc1ccc(N=C(NC#N)SCC(=O)NC2CC2)cc1	0	97	5	15	101	-6	-27	3	0.3	0.8
COc1cccc(-n2c(CN3CCN(c4ccc(C)cc4)C(C)C3)nc3ccc([N+](=O)[O-])cc3c2=O)c1 (centres undefined)	-2	104	7	12	100	-12	20	-5	-0.6	0.9
Brc1ccc2nc(-c3c[nH]c4ccccc34)cn2c1	4	194*	-1	17	98	-7	-213	-107	0.2	0.8
Cn1c(=O)c2cn(Cc3ccc(Cl)cc3)cc2n(C)c1=O	16	91	2	12	91	-11	14	10	-0.2	0.9
COc1ccc(/C=C/C(=O)NC(=S)NNC(=O)c2cccnc2)cc1	-6	105	-32	75*	103	-3	5	-5	-0.1	0.2
Cc1ccc(OCC(=O)Nc2sc3c(c2C#N)CCC3)cc1C	8	113	7	1	95	-3	-8	-14	-0.1	1
CC(C)Nc1nc(-c2ccccc2)nc(-n2ccnc2)n1	4	94	0	16	99	-1	-2	6	-0.1	0.8
COc1ccc(NC(=O)N2CCC(C(=O)c3ccc(F)cc3)CC2)cc1	18	97	-2	13	88	2	-6	3	-0.2	0.9
Cc1cccc(N2CCN(C(=O)c3csc4ccccc34)CC2C)c1 (centres undefined)	9	97	-1	18	95	4	12	4	-0.4	0.8

No new results follow: entries from further up.
SMILES	STAT3 inh	STAT1 activator	G6PDH CS	Diaphorase inh	STAT3 activator	TLR4 MyD88 comp	APP transl inh	STAT1 blocker	Hsp70 activator	Diaphorase act
CCCCOc1cc(C(=O)NCCN(CC)CC)c2ccccc2n1	-1&15	102&94	1	-2	103&88	-2&5	3&-5	-3&7	-0.2&-0.3	1
CC(C)CNC(=O)CN1C(=O)NC(Cc2c[nH]c3ccccc23)C1=O (centres undefined)	2	107	-5	10	100	-2	-6	-9	-0.3	0.9
Cc1ccc(-n2cc(CNC(C)c3cnn(C)c3C)c(-c3ccc(F)cc3)n2)cc1 (centres undefined)	8	105	15	22	103	-9	-16	-6	0.0	0.8
CCS(=O)(=O)n1nc(-c2ccccc2)nc1NCc1ccco1	-2	98	15	8	102	2	-6	2	-0.1	0.9
Cn1ncc(N2CCN(S(=O)(=O)c3ccc(Br)cc3)CC2)c(Cl)c1=O	-5	110	-2	11	108	4	-5	-15	-0.2	0.9
Cc1ccc(S(=O)(=O)NC(=O)NN2CCCCCC2)cc1	10	104	5	2	93	7	-3	-4	-0.3	1
CCOc1ccc(N=C(NC#N)SCC(=O)NC2CC2)cc1	0	97	5	15	101	-6	-27	3	0.3	0.8
COc1cccc(-n2c(CN3CCN(c4ccc(C)cc4)C(C)C3)nc3ccc([N+](=O)[O-])cc3c2=O)c1 (centres undefined)	-2	104	7	12	100	-12	20	-5	-0.6	0.9
Brc1ccc2nc(-c3c[nH]c4ccccc34)cn2c1	4	194*	-1	17	98	-7	-213	-107	0.2	0.8
Cn1c(=O)c2cn(Cc3ccc(Cl)cc3)cc2n(C)c1=O	16	91	2	12	91	-11	14	10	-0.2	0.9
COc1ccc(/C=C/C(=O)NC(=S)NNC(=O)c2cccnc2)cc1	-6	105	-32	75*	103	-3	5	-5	-0.1	0.2
Cc1ccc(OCC(=O)Nc2sc3c(c2C#N)CCC3)cc1C	8	113	7	1	95	-3	-8	-14	-0.1	1

Carrying on:
SMILES	STAT3 inh	STAT1 activator	G6PDH CS	Diaphorase inh	STAT3 activator	TLR4 MyD88 comp	APP transl inh	STAT1 blocker	Hsp70 activator	Diaphorase act
O=C(C(=O)N1CCOCC1)c1cn(CC(=O)N2CCc3ccccc3C2)c2ccccc12	8	95	9	5	96	-3	11	4	0.1	1
CC(=O)N(Cc1cc(=O)[nH]c2ccccc12)c1cccc(C)c1	-15	94	7	24	119	7	7	6	0.0	0.8
Cc1ccc(-c2nc3ccccc3c(C(=O)NCc3cccs3)c2C)cc1	-54	87	8	16	143*	-6	9	14	-0.1	0.8
CNC(=S)Nc1ccc([N+](=O)[O-])cc1	5	97	6	10	97	-13	0	3	0.1	0.9
COC(=O)c1ccc(COC(=O)C(CCS(C)(=O)=O)N2C(=O)c3ccccc3C2=O)cc1 (centres undefined)	-4	104	4	5	102	-3	-12	-4	-0.1	1
c1ccc(-n2cccc2CNC2CCCCC2)cc1	4	96	7	16	99	-10	9	4	-0.2	0.8
